Nrf2 block – Nrf2 pathway inhibition | A549 ARE-Fluc reporter, luciferase luminescence, 18-24 h | Potency, µM (top dose mostly 46 µM), without a hit: top-dose activity change, negative = inhibition, hits mostly inhibitors | hit rate 2.1% among 360,000 | AID 504444; further: potency means the concentration at half of the fitted maximal effect; on the % scale 0 is the no-effect control and ±100 the full control effect; nearly all actives have a fitted effect of over 60% in size
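Concentration-response testing used A549 ARE_Fluc cells at 5000 cells/well. Following an 18-24 h compound incubation, viability was read by fluorescence (Ex 405/Em 525) and luciferase output by luminescence.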
pAkt inh – inhibitors of Akt phosphorylation; Neuro2A IGF-stimulated pAkt S473 HTRF, 20 min; stronger effect = lower value; activity change, % for hits at 50 µM; hit rate 0.32% among 360,000; AID 651550; in the data active means activity change below about -80%; inconclusive means mostly about -51% to -80%; further: on the % scale 0 is the no-effect control and ±100 the full control effect
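Single-point screen (50 µM final compound) in Neuro2A cells stimulated 20 min with 6 nM IGF at 37 deg C. After lysis, Ser473-phosphorylated Akt read by HTRF (ex 330 nm, em 615/665 nm) as the 665/615 ratio.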
A549 viability – kills or reduces viability of A549 cells in Nrf2 counter-screen. A549 ARE-Fluc cells, CellTiter-Fluor viability, 18-24 h. Potency, µM (series often up to 46 µM), for inactives: at the top dose activity change, negative = cytotoxicity, hits mostly inhibitors. hit rate 0.16% among 390,000. AID 504648; further: potency means the concentration at half of the fitted maximal effect; on the % scale 0 is the no-effect control and ±100 the full control effect
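Cytotoxicity counterscreen: CellTiter-Fluor fluorescence was measured in A549 ARE_Fluc cells after 18-24 h of compound exposure in a concentration series. The subsequent BugLite luminescent read reports ARE-luciferase activity.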
CCT modulator – modulators of cytosolic chaperonin (CCT/TRiC) activity; hit rate 0.3% among 360,000; activity change, % (no concentration beside the values), hits read low; purified chaperonin ATPase assay, HTRF ADP detection, 30 min; AID 651819; in the data active means activity change below about -30%; further: on the % scale 0 is the no-effect control and ±100 the full control effect
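Enzyme 40 or 20 nM (batch-dependent) in Tris pH 7.4/KCl/MgCl2/DTT; cpd 76 uM single point; ATP 10 uM; 30 min 37 °C; Transcreener ADP HTRF detection, 30 min RT; ratio 665/615.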
HepG2 viability – counter-screen for TGF-b inhibitors: cytotoxicity in HepG2 cells. Potency, µM (highest dose often 46.1 µM), for the others: at the top dose activity change, negative = cytotoxicity, actives largely listed as cytotoxic. hit rate 0.76% among 410,000. HepG2 CAGA-GFP viability, ATP luminescence, 18 h; further: potency means the concentration at half of the fitted maximal effect; some results filed as inactive show a strong effect at the top dose
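CellTiter-Glo luminescence gave cytotoxicity after 18 hours at 37 degrees C. The cells were HepG2 CAGA-GFP in 1% FBS DMEM, stimulated with 500 pg/mL TGF-beta after compound addition. %Activity was normalised to no-cell wells (complete cell-killing) and DMSO (no toxicity), and curves were fitted and classified.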
Mm-Cpn inhibitor – M. maripaludis TRiC chaperonin inhibition. purified Mm-Cpn ATPase, ADP Transcreener TR-FRET. Potency, µM (series often up to 76.9 µM), inactives show at the highest dose activity, negative = inhibition, hits mostly inhibitors. hit rate 0.031% among 330,000. AID 504842; further: potency means the concentration at half of the fitted maximal effect; on the % scale 0 is the no-effect control and ±100 the full control effect; nearly all actives have a fitted effect of over 80% in size
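ATPase read-out: TR-FRET ADP immunoassay (anti-ADP Eu cryptate vs ADP-d2), ex 320 nm, em 590/665 nm; signal drops as ADP forms. Enzyme 25 nM, ATP 10 uM, 30 min at 37°C after 10 min compound preincubation.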
Nrf2 ARE act – Nrf2 pathway activation; hit rate 0.31% among 410,000; Potency, µM (titrated, usually from 46.1 µM), for inactives: top-dose activation, usual class: activators; AREc32 ARE-luciferase reporter (MCF7-derived line), luminescence, 24 h; further: potency means the concentration at half of the fitted maximal effect; % of control where 0% means no effect; nearly all actives have a fitted effect of over 65% in size
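Reporter line AREc32 (ARE-Fluc), seeded overnight in OPTI-MEM with 5% FBS; compound pin-transferred, 24 hr at 37 deg C, 5% CO2; luminescent read-out.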
TGFb inhibitor – inhibitors of TGF-b signaling; AID 588855; Potency, µM (highest dose often 46.1 µM), inactives show at the highest dose activity, negative = inhibition, hits mostly inhibitors; hit rate 1.2% among 410,000; HepG2 CAGA-GFP TGF-b/SMAD3 reporter, GFP fluorescence, 18 h; TGF-beta stimulated, 500 pg/mL final; further: potency means the concentration at half of the fitted maximal effect; on the % scale 0 is the no-effect control and ±100 the full control effect; nearly all actives have a fitted effect of over 65% in size
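Inhibition of TGF-beta-driven CAGA-GFP reporter expression in HEPG2 cells is measured by cellular GFP fluorescence after 18 h stimulation with 500 pg/mL recombinant TGF-beta in 1% FBS medium at 37 degrees C.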
S2 tox – reduces viability in counter-screen for ATXN expression inhibitors. S2 cells (HEK-293 line with an ATXN2-luciferase reporter) viability, CellTiter-Fluor protease fluorescence, 24 h. Potency, µM (titrated, usually from 56.7 µM), hits mostly cytotoxic. hit rate 0.49% among 400,000. AID 651635; further: potency means the concentration at half of the fitted maximal effect; nearly all actives have a fitted effect of over 40% in size
* hit, by the source's call; i = inactive; ? = inconclusive; / = not tested or not shown; [ ] = dose if it differs, or a comment. Unless noted, the call rests on the fitted dose curve; in most records, active means well fitted curve in the direction sought with a large enough effect; inconclusive means small, poorly fitted or top-dose-only effect, or another doubt; inactive means no such curve, though single readings can be large; an effect the other way counts as inactive or inconclusive. Compounds as they come; any-hit rate near 4.4%.

Molecule	Nrf2 block	pAkt inh	A549 viability	CCT modulator	HepG2 viability	Mm-Cpn inhibitor	Nrf2 ARE act	TGFb inhibitor	S2 tox
COc1ccc(N2CCN(C(=O)c3noc4c3CCCCC4)CC2)cc1	22.4%	/	0.8%	/	-5.3%	/	0.7%	-11.0%	/
CCOC(=O)CSc1nnc(NC(=O)c2ccco2)s1	-1.4%	i	0.0%	-1.7	-14.2%	-1.8%	10.2%	3.9%	i
C=CCn1c(CNc2ccccc2)nnc1SCC(=O)N/N=C/c1ccccc1O	/	i	-5.3%	0.0	-28.4%	-0.3%	-0.1%	?	i
O=C(NCCCN1C(=O)c2ccccc2C1=O)OCc1ccccc1	?	i	-8.6%	-2.0	-14.3%	/	1.6%	-12.9%	i
Cn1c(N)c(C(=O)COC(=O)CSc2ccc(Cl)cc2)c(=O)n(C)c1=O	15.2%	i	4.1%	1.6	-69.7%	0.8%	0.3%	-16.8%	i
NC(=O)c1cc(Cl)ccc1OCC(=O)N1CCCc2ccccc21	-11.6%	i	-0.4%	0.0	4.1%	0.4%	0.1%	-3.2%	i
CCc1nc2c(OCc3ccc(Cl)cc3Cl)cccn2c1N(C=O)Cc1ccc(OC)cc1	/	i	/	-1.4	-17.6%	/	-0.7%	?	i
O=C(CCC1N=C2c3ccccc3N=C(SCc3ccccc3Cl)N2C1=O)NCc1cccs1 (stereo unspecified)	/	/	-8.4%	/	0.9%	/	0.7%	11.7%	/
COc1cccc(NC(=O)CN2C(=O)COc3ccc(S(=O)(=O)N4CCC(C)CC4)cc32)c1	2.7%	i	-0.3%	-2.1	-8.3%	-0.7%	0.3%	?	?
O=C(c1cc2c(Cl)nc3ccccc3c2s1)N1CCCCC1	6.7%	/	-3.7%	/	-12.5%	/	5.8%	?	i
CCN1CCN(CCc2nc3cc(NC(=O)COc4ccccc4)ccc3n2C)CC1	-0.3%	i	1.2%	-2.8	-0.7%	-2.0%	-0.8%	-0.2%	i
Cc1cc(C)c(NC(=O)CSc2nnc(-c3ccncc3)n2Cc2ccco2)c(Cl)c1	27.0%	i	17.3%	-0.8	1.9%	-12.8%	0.0%	0.0%	i
O=C(Nc1c(C(=O)N2CCOCC2)cnn1-c1ccccc1)c1ccc(F)cc1	-15.1%	i	5.2%	-1.1	-12.4%	-0.1%	0.4%	-16.8%	i
CC(NC(=O)c1cc(Br)ccc1Cl)c1ccccc1 (stereo unspecified)	?	i	1.5%	-11.3	-0.3%	0.9%	-0.5%	8.8%	i
O=c1ccnc(NCCc2ccccc2)[nH]1	26.4%	i	-3.1%	-1.2	1.3%	2.1%	3.5%	8.9%	i
O=C(CCS(=O)(=O)c1nc(-c2cccs2)cc(C(F)(F)F)n1)Nc1ccc(F)c(Cl)c1	-12.2%[9.27 µM]	/	?	/	11.2µM*	/	-5.3%	20µM*	/
CSCCC(/C(O)=C(\C#N)c1nc2ccccc2[nH]1)N1C(=O)c2ccccc2C1=O (stereo unspecified)	/	i	-0.4%	1.8	-22.3%	0.1%	3.1%	-6.9%	i
COc1ccc2nc(SCC(=O)Nc3cc(C)on3)c(C#N)cc2c1	-0.3%	i	0.2%	-0.9	0.5%	-2.2%	-0.9%	-6.6%	i
Cc1ccc(OCc2ccc(C(=O)NCc3cccnc3)cc2)cc1C	23.1µM*	i	-18.2%	1.2	0.7%	-3.9%	3.3%	?	i
CCc1ccc(NC(=O)c2cc3nc(-c4ccc(C)cc4)cc(C(F)(F)F)n3n2)cc1	-2.7%	/	-6.6%	/	10.3%	/	-1.0%	-15.3%	i
O=C(C1CCCO1)N1CCN(C(=S)Nc2cccc(F)c2)CC1 (stereo unspecified)	?	i	-0.4%	-1.1	-0.2%	1.7%	2.0%	1.0%	i
CCCCn1c(SCC(=O)NCc2ccccc2)nc2ccc(N3CCOCC3)cc2c1=O	?	i	-16.8%	-3.9	-15.9%	-2.8%	-0.4%	-3.2%	i
O=C(NC1CCCC1)[C@@H]1CSC2c3ccccc3C(=O)N21 (stereo partly specified)	-1.4%	i	0.8%	-12.1	7.0%	0.1%	-0.6%	2.4%	i
CC(CNC(=O)C1CCN(Cc2cc3ccccc3n2Cc2ccccc2)CC1)c1ccccc1 (stereo unspecified)	/	/	-26.1%	/	-26.4%	/	5.5%	-1.2%	?
COc1ccc(S(=O)(=O)N2CCN(c3ncccn3)CC2)cc1OC	1.9%	i	0.2%	-2.1	-1.6%	-5.0%	0.4%	35.7%[activator]	i
COc1ccc(Br)cc1CNC(=O)c1ccc2c(c1)nc1n2CCC(C)C1 (stereo unspecified)	/	/	23.2%	/	-1.7%	/	0.3%	-22.4%	/
N#Cc1ccc(NC(=S)Nc2ccccc2)cc1	5.7%	i	3.1%	-1.0	1.6%	1.3%	1.7%	-3.1%	i
COc1ccc(-c2cn(-c3ccc(SC(F)F)cc3)c3[n+]2CCC3)cc1OC	2.7%	i	1.1%	0.0	-1.5%	-1.7%	-0.7%	?	i
COc1ccccc1-c1cc(C(F)(F)F)n2ncc(S(=O)(=O)c3ccccc3)c2n1	-19.7%	i	/	1.0	-5.0%	-1.5%	-0.1%	-7.9%	i
Cc1ccccc1CS(=O)(=O)CCC(=O)NCc1ccccn1	28.3%	i	4.0%	-2.9	8.5%	0.8%	0.5%	9.0%	?
O=C(Nc1ccnn1C1CCN(C(=O)c2cccc(C(F)(F)F)c2)CC1)C1CC1	1.9%	i	-1.9%	-4.8	0.0%	1.0%	0.1%	-13.7%	i
CCCCCc1ccc(S(=O)(=O)NCCc2ccncc2)cc1	?	i	-0.3%	-2.9	-17.4%	0.8%	0.2%	-5.3%	i

Some of the entries so far, with two lines to a compound.
Value order – Nrf2 block | pAkt inh | A549 viability | CCT modulator | HepG2 viability | Mm-Cpn inhibitor | Nrf2 ARE act | TGFb inhibitor | S2 tox
- CCCCCc1ccc(S(=O)(=O)NCCc2ccncc2)cc1
 : ? | i | -0.3% | -2.9 | -17.4% | 0.8% | 0.2% | -5.3% | i
- COc1ccc(S(=O)(=O)N2CCN(c3ncccn3)CC2)cc1OC
 : 1.9% | i | 0.2% | -2.1 | -1.6% | -5.0% | 0.4% | 35.7%[activator] | i
- CCc1nc2c(OCc3ccc(Cl)cc3Cl)cccn2c1N(C=O)Cc1ccc(OC)cc1
 : / | i | / | -1.4 | -17.6% | / | -0.7% | ? | i

The results go on:
Molecule	Nrf2 block	pAkt inh	A549 viability	CCT modulator	HepG2 viability	Mm-Cpn inhibitor	Nrf2 ARE act	TGFb inhibitor	S2 tox
Cc1ccccc1NC(=O)CSc1nc(O)cc(=O)n1C	3.9%	i	-2.1%	-0.7	1.3%	1.2%	-1.3%	10.4%	?
NC(=O)CC(NC(=O)c1ccccc1)c1ccc(NCCOc2ccccc2)c([N+](=O)[O-])c1 (stereo unspecified)	-26.5%	i	-13.3%	-2.5	-10.7%	-1.7%	4.5%	-21.9%	i
COc1ccccc1N(CC(O)COc1c(C)cc(C)cc1C)S(=O)(=O)c1ccccc1 (stereo unspecified)	3.0%	i	-1.6%	-0.6	10.8%	1.2%	1.5%	12.6µM*	?
O=C(CSc1nc(=O)n(CCCN2CCOCC2)c2c1CCCC2)Nc1ccc(F)cc1	1.9%	i	1.0%	-0.1	-3.5%	-2.6%	-0.1%	0.2%	i
Cc1cc(C(=O)Nn2cnnc2)ccc1[N+](=O)[O-]	-11.0%	i	1.2%	-0.2	-8.1%	-1.7%	-0.5%	-5.1%	i
CCC1(COC(=O)Nc2cccc(Cl)c2)COC1	5.3%	i	-2.7%	-1.2	-0.3%	-0.6%	2.8%	-0.1%	?
CC[C@@H](C)[C@@H]1CN([C@@H](C)CN2CCC[C@H]2CN2C(N)=NC[C@H]2C(C)C)C(=N)N1CCc1ccc(Cl)c(Cl)c1	11.5%	i	5.4%	-0.9	-21.8%	-9.0%	-0.1%	7.1%	i
O=C(CCc1c[nH]c2ccccc12)OCc1cccc(C(F)(F)F)c1	1.7%	i	0.6%	-1.8	1.7%	/	-0.5%	-1.7%	?

The last two entries of the part above open the next one.
Molecule	Nrf2 block	pAkt inh	A549 viability	CCT modulator	HepG2 viability	Mm-Cpn inhibitor	Nrf2 ARE act	TGFb inhibitor	S2 tox
CC[C@@H](C)[C@@H]1CN([C@@H](C)CN2CCC[C@H]2CN2C(N)=NC[C@H]2C(C)C)C(=N)N1CCc1ccc(Cl)c(Cl)c1	11.5%	i	5.4%	-0.9	-21.8%	-9.0%	-0.1%	7.1%	i
O=C(CCc1c[nH]c2ccccc12)OCc1cccc(C(F)(F)F)c1	1.7%	i	0.6%	-1.8	1.7%	/	-0.5%	-1.7%	?
Cc1cc(C)c(OCC(=O)Nc2ccc(NC(=O)c3ccco3)cc2)c([N+](=O)[O-])c1	?	i	3.3%	-10.0	0.9%	0.5%	0.5%	7.8%	i
COC(=O)CSc1nnc(CNC(=O)c2cc(OC)c(OC)c(OC)c2)n1C	10.6%	i	-12.9%[1.84 µM]	-3.5	1.8%	1.7%	-0.2%	1.9%	i
Cc1ccc(NC(=O)COC(=O)c2ccn(C)n2)cc1	16.2%	i	2.9%	-1.0	-17.3%	3.2%	-0.1%	0.3%	i
CCC(C)NC(=O)Nc1ccc(Br)cc1Cl (stereo unspecified)	?	i	0.1%	-1.0	-35.6%	-3.9%	0.5%	?	i

Source: PubChem (National Center for Advancing Translational Sciences (NCATS))
